Assay outcomes as filed in PubChem BioAssay.
GASC1 inh = inhibitors of GASC-1 (KDM4C) histone demethylase, primary screen, biochemical, single concentration HTS; GST-KDM4C 2-372, H3K9me3 peptide, LANCE TR-FRET; inhibition, % at 12.5 µM; 96,000 compounds, 0.15% hits;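 active = mean replicate inhibition above about 25%, with at least 55% of replicates also reaching it, limit read from the data, passing the limit was not always enough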
Target sequence (Q9H3R0 2-372 limits assumed): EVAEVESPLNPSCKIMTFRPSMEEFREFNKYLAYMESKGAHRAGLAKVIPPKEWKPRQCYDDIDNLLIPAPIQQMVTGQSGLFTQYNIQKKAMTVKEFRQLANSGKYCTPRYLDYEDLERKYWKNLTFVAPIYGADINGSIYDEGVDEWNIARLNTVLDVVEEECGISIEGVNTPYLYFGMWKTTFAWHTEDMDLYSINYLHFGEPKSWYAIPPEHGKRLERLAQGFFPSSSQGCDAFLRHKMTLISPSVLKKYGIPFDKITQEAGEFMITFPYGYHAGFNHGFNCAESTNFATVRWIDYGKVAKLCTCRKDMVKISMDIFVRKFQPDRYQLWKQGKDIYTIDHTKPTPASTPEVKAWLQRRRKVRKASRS
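material = GST-tagged GASC-1 (JMJD2C) catalytic fragment, aa 2-372 | amount = enzyme final amount 10 nM | medium = HEPES buffer, pH 7.5, plus ascorbate | also added = H3K9me3 peptide substrate, Fe(II), 2-oxoglutarate | dosing = single dose | times = 30 min demethylation and 1 h detection at room temperature | detection = LANCE TR-FRET | read-out basis = Fall in 671/618 emission ratio as inhibition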
C diff HTS = C. difficile growth inhibitors, primary screen, HTS. Clostridium difficile clinical isolate growth, OD600, 24 h; stronger effect = lower value. growth activity, negative = inhibition, % at 16 µg/mL (by protocol). 86,000 compounds, 0.25% hits;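 active = mean growth activity at or below -80% and every replicate also at or below -80%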;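 note: 0% = DMSO wells and -100% = levofloxacin 16 µg/mL wells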
Pf Dd2 growth = P. falciparum Dd2 growth inhibitors, primary screen, SYBR Green fluorescence, single dose replicates | 72 h; stronger effect = lower value | 94,000 compounds, 2.3% hits | activity change, % at 10 µM; in the data active = activity change below about -80%
Tcruzi prolif = T. cruzi intracellular proliferation inhibitors, primary screen, cell-based, beta-gal Tulahuen parasites, NIH3T3 host, luminescence; 77,000 compounds, 5.9% hits; AID 624255, 2012; inhibition, % at 8.34 µM; T. cruzi beta-gal in NIH3T3, GalScreen luminescence, 90 h;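 active = mean inhibition above about 93%, with at least 55% of replicates each passing it, limit read from the data, passing the limit was not always enough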
* = called active by the depositor; / = no result given; & = joins results of further samples.

[1] CCCN(C)C[C@H]1OCCCC[C@@H](C)Oc2ccc(NC(=O)Nc3c(C)noc3C)cc2C(=O)N([C@H](C)CO)C[C@@H]1C
[2] O=C(CC(F)(F)F)N1C[C@H]2[C@@H](c3ccccc31)[C@@H](CO)N2Cc1cccnc1
[3] C[C@@H]1CN([C@H](C)CO)C(=O)c2cc(NC(=O)Nc3ccc4c(c3)OCO4)ccc2O[C@H]1CN(C)C(=O)Nc1ccc2c(c1)OCO2
[4] C[C@H]1CN([C@@H](C)CO)C(=O)Cc2cc(NC(=O)C3CC3)ccc2O[C@@H]1CN(C)S(=O)(=O)c1ccccc1
[5] C[C@@H]1CN([C@H](C)CO)C(=O)c2cc(NC(=O)CCCN(C)C)ccc2O[C@@H](C)CCCCO[C@H]1CN(C)S(=O)(=O)c1cn(C)cn1
[6] C[C@H](CO)N1C[C@H](C)[C@H](CN(C)S(=O)(=O)c2ccc(F)cc2)Oc2ccc(N(C)C)cc2C1=O
[7] O=C(Nc1cccc(Cl)c1)N1C[C@H]2[C@@H](c3ccccc31)[C@H](CO)N2C(=O)C1CC1
[8] C[C@@H]1CN([C@@H](C)CO)C(=O)c2cc(NS(=O)(=O)c3ccccc3)ccc2O[C@@H](C)CCCCO[C@@H]1CN(C)C(=O)Nc1cccc2ccccc12
assay / compound	1	2	3	4	5	6	7	8
GASC1 inh	0.1	-1.6	1.0	0.9	1.2	4.7	-1.6	-1.6
C diff HTS	4.5	11.1	8.4	-0.1	-21.1	-0.8	0.9	/
Pf Dd2 growth	-68.0	26.3	23.8	-5.0	18.3	7.9	11.1	-72.8
Tcruzi prolif	24.5	-0.1	10.0	-3.9	-21.4	/	-2.7	/

[9] O=C(C[C@H]1C[C@@H]2c3cc(NC(=O)NC4CCCC4)ccc3O[C@@H]2[C@H](CO)O1)NCc1ccc(Oc2ccccc2)cc1
[10] COc1ccc(NC(=O)N[C@@H]2CC[C@@H](CCn3cc(-c4ccccc4)nn3)O[C@H]2CO)cc1
[11] C[C@H](CO)N1C[C@H](C)[C@H](CN(C)Cc2ccc(C(F)(F)F)cc2)OCCCC[C@H](C)Oc2ccc(NS(=O)(=O)c3ccc(F)cc3)cc2C1=O
[12] CN(C)CC#Cc1ccc([C@H]2[C@H]3CN(C(=O)c4ccccc4)CC(=O)N3[C@H]2CO)cc1
[13] C[C@@H]1CN([C@@H](C)CO)C(=O)c2cc(NC(=O)Nc3cccc4ccccc34)ccc2O[C@@H]1CN(C)S(C)(=O)=O
[14] COc1cccc(-c2ccc3n(c2=O)C[C@H]2[C@H](CO)[C@@H](C(=O)N4CCCCC4)N(C)[C@@H]32)c1
[15] CCC(=O)N1[C@H](CO)[C@H]2c3ccccc3N(S(=O)(=O)c3ccccc3F)C[C@H]21
[16] CC(=O)N(C)C[C@@H]1Oc2cc(-c3ccccc3)ccc2S(=O)(=O)N([C@H](C)CO)C[C@H]1C
assay / compound	9	10	11	12	13	14	15	16
GASC1 inh	0.4	1.2	-0.2	2.2	-0.1	2.4	-1.3	1.9
C diff HTS	-4.4	1.5	3.7	0.0	-4.7	1.8	1.4	-4.6
Pf Dd2 growth	-29.8	-3.5	-15.7	2.5	20.3	-12.3	-0.7	1.1
Tcruzi prolif	/	-33.5	20.6	/	/	13.1	-6.7	-75.6

A draw from above in order of number of heavy atoms, largest number first.
[8] C[C@@H]1CN([C@@H](C)CO)C(=O)c2cc(NS(=O)(=O)c3ccccc3)ccc2O[C@@H](C)CCCCO[C@@H]1CN(C)C(=O)Nc1cccc2ccccc12
[11] C[C@H](CO)N1C[C@H](C)[C@H](CN(C)Cc2ccc(C(F)(F)F)cc2)OCCCC[C@H](C)Oc2ccc(NS(=O)(=O)c3ccc(F)cc3)cc2C1=O
[5] C[C@@H]1CN([C@H](C)CO)C(=O)c2cc(NC(=O)CCCN(C)C)ccc2O[C@@H](C)CCCCO[C@H]1CN(C)S(=O)(=O)c1cn(C)cn1
[13] C[C@@H]1CN([C@@H](C)CO)C(=O)c2cc(NC(=O)Nc3cccc4ccccc34)ccc2O[C@@H]1CN(C)S(C)(=O)=O
[6] C[C@H](CO)N1C[C@H](C)[C@H](CN(C)S(=O)(=O)c2ccc(F)cc2)Oc2ccc(N(C)C)cc2C1=O
[10] COc1ccc(NC(=O)N[C@@H]2CC[C@@H](CCn3cc(-c4ccccc4)nn3)O[C@H]2CO)cc1
[14] COc1cccc(-c2ccc3n(c2=O)C[C@H]2[C@H](CO)[C@@H](C(=O)N4CCCCC4)N(C)[C@@H]32)c1
[16] CC(=O)N(C)C[C@@H]1Oc2cc(-c3ccccc3)ccc2S(=O)(=O)N([C@H](C)CO)C[C@H]1C
[15] CCC(=O)N1[C@H](CO)[C@H]2c3ccccc3N(S(=O)(=O)c3ccccc3F)C[C@H]21
assay / compound	8	11	5	13	6	10	14	16	15
GASC1 inh	-1.6	-0.2	1.2	-0.1	4.7	1.2	2.4	1.9	-1.3
C diff HTS	/	3.7	-21.1	-4.7	-0.8	1.5	1.8	-4.6	1.4
Pf Dd2 growth	-72.8	-15.7	18.3	20.3	7.9	-3.5	-12.3	1.1	-0.7
Tcruzi prolif	/	20.6	-21.4	/	/	-33.5	13.1	-75.6	-6.7

(continued)
[17] C[C@@H]1CCCCO[C@@H](CN(C)S(=O)(=O)c2ccc(F)cc2)[C@H](C)CN([C@@H](C)CO)C(=O)c2cc(NC(=O)Nc3cccc4ccccc34)ccc2O1
[18] CO[C@H]1CN(C)C(=O)c2cc(NC(=O)C3CCCC3)ccc2OC[C@H](C)N(CCC(F)(F)F)C[C@@H]1C
[19] C[C@@H]1CCCCO[C@@H](CN(C)Cc2ccncc2)[C@H](C)CN([C@@H](C)CO)C(=O)c2cc(NC(=O)c3ccncc3)ccc2O1
[20] O=C(C[C@@H]1C[C@@H]2c3cc(NC(=O)Nc4ccccc4)ccc3O[C@@H]2[C@H](CO)O1)NCc1ccccn1
[21] COc1ccc(NC(=O)Nc2ccc3c(c2)[C@@H]2C[C@@H](CC(=O)NC4CCCCC4)O[C@@H](CO)[C@@H]2O3)cc1
[22] CN1C[C@H]2[C@@H](c3ccccc31)[C@@H](CO)N2Cc1ccccc1
[23] CN1C(=O)c2cc(NC(=O)Nc3cccc(Cl)c3)ccc2OC[C@@H]2O[C@H](CC(=O)NCCc3ccncc3)CC[C@H]21
[24] CN1CCN(C(=O)C[C@@H]2C[C@@H]3c4cc(NC(=O)c5cccnc5)ccc4O[C@@H]3[C@@H](CO)O2)CC1
assay / compound	17	18	19	20	21	22	23	24
GASC1 inh	-0.4	0.8	0.6	-0.7	-1.9	0.4	-1.4	-1.6
C diff HTS	-4.3	/	-0.1	-1.1	7.4	-6.6	2.9	-1.6
Pf Dd2 growth	-42.2	/	1.0	8.9	-4.6	-20.6	-25.0	6.7
Tcruzi prolif	87.7	38.1	20.4	-8.4	1.1	12.5	1.6	-7.3

[25] C[C@@H]1CN([C@@H](C)CO)C(=O)c2cc(C3=CCCC3)cnc2O[C@@H]1CN(C)S(C)(=O)=O
[26] CC(C)CC#Cc1cnc2c(c1)C(=O)N([C@@H](C)CO)C[C@H](C)[C@@H](CN(C)Cc1ccccc1C(=O)O)O2
[27] O=C(C[C@H]1C=C[C@@H](NC(=O)Nc2cccc(F)c2)[C@@H](CO)O1)NCC1CCCCC1
[28] C[C@H](CO)N1C[C@H](C)[C@H](CN(C)Cc2ccc(-c3ccccc3)cc2)Oc2ccc(NC(=O)NC3CCCCC3)cc2C1=O
[29] CCN1[C@H](C(=O)NCC(F)(F)F)[C@@H](CO)[C@@H]2Cn3c(ccc(-c4ccccc4)c3=O)[C@@H]21
[30] CO[C@@H]1CN(C)C(=O)c2cc(NS(=O)(=O)c3ccccc3)ccc2OC[C@@H](C)N(Cc2cccnc2)C[C@H]1C
[31] CCC(=O)N(C)C[C@H]1Oc2cc(C#CCN(C)C)ccc2S(=O)(=O)N([C@H](C)CO)C[C@H]1C
[32] C[C@@H]1CCCCO[C@@H](CN(C)Cc2ccc(C(=O)O)cc2)[C@H](C)CN([C@@H](C)CO)C(=O)c2cc(NS(=O)(=O)c3ccc(Cl)cc3)ccc2O1
assay / compound	25	26	27	28	29	30	31	32
GASC1 inh	2.7	-0.2	-5.1	-2.1	8.0	-0.3	2.8	-1.9
C diff HTS	-4.9	-8.6	/	25.7	-1.7	/	-1.0	-1.4
Pf Dd2 growth	22.7	-29.4	16.4	12.7	10.0	-7.7	4.8	14.9
Tcruzi prolif	/	/	-84.1	111.0*	57.3	-5.8	65.6	8.8

[33] COc1ccc(S(=O)(=O)Nc2ccc3c(c2)C(=O)N([C@H](C)CO)C[C@@H](C)[C@@H](CN(C)Cc2ccccc2)OCCCC[C@H](C)O3)cc1
[34] CCCNC(=O)N1CC(=O)N2[C@H](C1)[C@@H](c1ccc(-c3cccc(C)c3)cc1)[C@@H]2CO
[35] COCC(=O)Nc1ccc2c(c1)OC[C@@H](C)NC[C@@H](C)[C@@H](OC)CN(C)C2=O
[36] C[C@H]1CN([C@@H](C)CO)S(=O)(=O)c2ccc(-c3cccc(F)c3)cc2O[C@H]1CN(C)S(C)(=O)=O
[37] O=C(C[C@@H]1CC[C@H](NC(=O)c2ccncc2)[C@H](CO)O1)Nc1ccccc1
[38] N#C[C@@H]1[C@H](c2ccccc2-c2cccc(F)c2)[C@@H](CO)N1C(=O)C1CCC1
[39] C[C@H](CO)N1C[C@H](C)[C@@H](CN(C)C(=O)Cc2cccnc2)Oc2ncc(-c3ccccc3)cc2C1=O
[40] C[C@H]1CN([C@@H](C)CO)C(=O)Cc2cc(NS(=O)(=O)c3ccc(Cl)cc3)ccc2O[C@H]1CN(C)S(=O)(=O)c1cccs1
assay / compound	33	34	35	36	37	38	39	40
GASC1 inh	0.1	0.7	-0.4	-1.3	3.6	-0.7	-2.2	0.8
C diff HTS	-0.8	29.8	-1.5	-10.0	2.5	-6.4	/	-2.4
Pf Dd2 growth	-33.8	-10.4	/	-44.6	6.7	-49.3	-2.4	-72.0
Tcruzi prolif	30.3	/	36.1	138.4*	26.4	/	-19.2	25.8

[41] C/C=C/c1ccccc1[C@@H]1[C@@H](CO)N(C(=O)NC2CCCCC2)[C@H]1C#N
[42] Cc1noc(C)c1NC(=O)N(C)C[C@@H]1Oc2ccc(NS(C)(=O)=O)cc2C(=O)N([C@@H](C)CO)C[C@@H]1C
[43] CCCNC(=O)[C@H]1[C@H](CO)[C@H]2Cn3c(cccc3=O)[C@@H]1N2C(=O)C1CCCC1
[44] CC(C)NC(=O)N1[C@@H](CO)[C@@H](c2ccccc2)C12CN(C(=O)Cc1ccccc1)C2
[45] C[C@@H]1CN([C@@H](C)CO)C(=O)c2cc(NC(=O)c3ccncc3)ccc2O[C@@H](C)CCCCO[C@H]1CN(C)Cc1ccc2c(c1)OCO2
[46] O=C(C[C@H]1CC[C@H]2[C@@H](COC[C@@H](O)CN2C(=O)c2ccc(F)cc2)O1)Nc1ccc(-c2ccccc2)cc1
[47] Cc1noc(C)c1NC(=O)N(C)C[C@@H]1Oc2c(NS(=O)(=O)c3ccc(F)cc3)cccc2C(=O)N([C@H](C)CO)C[C@@H]1C
[48] C[C@H]1CN([C@@H](C)CO)C(=O)c2cc(-c3ccccc3)cnc2O[C@H]1CN(C)C(=O)C1CCOCC1
assay / compound	41	42	43	44	45	46	47	48
GASC1 inh	0.4	0.2	3.2	-1.2	10.3	-1.6	-1.3	-5.8
C diff HTS	-4.2	/	13.3	-0.1	-3.3	17.8&12.7	-9.6	2.2
Pf Dd2 growth	0.5	-12.5	5.6	-10.9	-39.1	-52.8	12.8	61.2
Tcruzi prolif	/	43.5	45.2	/	45.3	23.2	-10.3	60.3

[49] C[C@@H]1CN([C@H](C)CO)C(=O)CCCn2cc(nn2)CO[C@H]1CN(C)Cc1ccccc1C(=O)O
[50] CO[C@@H]1CN(C)C(=O)c2ccc(NC(=O)Nc3cccc(F)c3)cc2OC[C@H](C)NC[C@@H]1C
[51] CCCNC(=O)Nc1ccc2c(c1)C(=O)N(C)C[C@H](OC)[C@H](C)CN(Cc1ccccn1)[C@H](C)CO2
[52] COc1ccc(NC(=O)Nc2ccc3c(c2)[C@H]2C[C@@H](CC(=O)NCCc4ccccc4)O[C@@H](CO)[C@H]2O3)cc1
[53] CCCNC(=O)N1[C@H](CO)[C@@H](c2ccccc2-c2ccc(C)cc2)[C@@H]1C#N
assay / compound	49	50	51	52	53
GASC1 inh	0.2	-1.2	0.2	-1.6	0.4
C diff HTS	/	/	-3.7	-10.8	23.7
Pf Dd2 growth	1.6	7.1	-10.0	-36.7	-3.7
Tcruzi prolif	-24.6	27.4	-9.5	156.6*	/
